TDP1 cell noCPT = qHTS for Inhibitors of human tyrosyl-DNA phosphodiesterase 1 (TDP1): qHTS in cells in absence of CPT; DT40 Tdp1-/- hTDP1 cells, no CPT, ATP luminescence, 48 h; Potency, µM (doses to about 46.2 µM), for the others: at the top dose activity change, negative = growth inhibition, most hits filed as inhibitors; actives 15% (n = 420,000); also: nearly all actives have a fitted effect of over 55% in size
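Growth of hTDP1-complemented DT40 Tdp1-knockout cells is measured by ATP luminescence after at least 48 hr compound exposure at 37 °C, with DMSO substituting for the 20 nM CPT used in the parallel screen.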
KAT2A inh = GCN5L2 (KAT2A) acetyltransferase inhibition. Q92830. GCN5L2 HAT assay, ThioGlo1 CoA-SH fluorescence. Potency, µM (doses to about 58.9 µM), for inactives: at the highest dose activity change, negative = inhibition, hits mostly inhibitors. actives 0.21% (n = 390,000). AID 504327
Target sequence (Q92830 whole entry, looked up): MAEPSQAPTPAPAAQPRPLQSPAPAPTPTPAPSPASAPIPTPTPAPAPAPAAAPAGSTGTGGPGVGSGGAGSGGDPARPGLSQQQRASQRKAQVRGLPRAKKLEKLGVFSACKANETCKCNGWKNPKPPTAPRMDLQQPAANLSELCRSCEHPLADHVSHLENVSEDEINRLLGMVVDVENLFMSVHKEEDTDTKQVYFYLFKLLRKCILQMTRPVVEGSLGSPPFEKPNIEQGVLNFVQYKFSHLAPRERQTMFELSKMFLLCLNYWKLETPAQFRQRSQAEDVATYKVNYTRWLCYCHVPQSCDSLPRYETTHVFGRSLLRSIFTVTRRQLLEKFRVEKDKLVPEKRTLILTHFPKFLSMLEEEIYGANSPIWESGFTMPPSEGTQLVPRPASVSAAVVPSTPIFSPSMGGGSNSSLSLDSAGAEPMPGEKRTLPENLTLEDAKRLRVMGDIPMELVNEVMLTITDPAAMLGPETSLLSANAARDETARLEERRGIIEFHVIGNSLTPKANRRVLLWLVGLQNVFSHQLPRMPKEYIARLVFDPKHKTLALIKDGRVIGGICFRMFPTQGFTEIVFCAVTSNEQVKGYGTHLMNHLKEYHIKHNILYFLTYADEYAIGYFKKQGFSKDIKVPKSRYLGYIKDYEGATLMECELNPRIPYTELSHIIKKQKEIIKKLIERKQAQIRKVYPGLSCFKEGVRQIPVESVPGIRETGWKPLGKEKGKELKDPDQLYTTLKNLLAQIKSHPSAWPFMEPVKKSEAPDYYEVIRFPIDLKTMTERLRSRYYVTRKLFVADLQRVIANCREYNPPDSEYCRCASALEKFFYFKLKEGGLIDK
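Compounds, pin-transferred from DMSO stocks, meet 20nM GCN5L2 for 15 min before the reaction begins with H3(1-25) peptide (75uM) and acetyl-CoA (70uM). Thiol-reactive ThioGlo1 reports CoA release over 20 min at room temperature.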
TDP1 cell CPT = growth inhibition of DT40 Tdp1-/-;hTDP1 cells with camptothecin (screen for TDP1 inhibitors); chicken DT40 Tdp1-/-;hTDP1 cells + 20 nM CPT, ATP luminescence, 48 h; Potency, µM (top dose mostly 46.2 µM), for the others: top-dose activity change, negative = growth inhibition, most hits filed as inhibitors; actives 12% (n = 420,000); AID 686979; also: nearly all actives have a fitted effect of over 55% in size
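Chicken DT40 Tdp1-/- cells complemented with human TDP1, 400 cells/well, exposed to compounds plus 20 nM camptothecin for at least 48 h at 37 C; viability read as ATP content by CellTiter-Glo luminescence.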
An asterisk follows results filed as active; ? = inconclusive; · = no result given; [ ] = remark or other dose. Calls follow the shape of the dose curve; as a rule, active = well fitted curve in the direction sought with a large enough effect; inconclusive = small, poorly fitted or top-dose-only effect, or another doubt; inactive = no such curve, though single readings can be large; an effect the other way counts as inactive or inconclusive. % is scaled to controls: 0 for no effect and ±100 for the full control effect; potency is read from the fitted curve at half-maximal effect.

structure,TDP1 cell noCPT,KAT2A inh,TDP1 cell CPT
CSc1ccc(CN(C)CC(=O)NC(C)c2ccccc2)cc1 (stereo unspecified),?,-4.3%,-30.0%
Cc1csc(NC(=O)C2CCCCN2S(=O)(=O)c2ccccc2)n1 (stereo unspecified),-3.1%,-2.0%,3.2%
COc1ccc(S(=O)(=O)/C(C#N)=C/Nc2ccccc2F)cc1,-14.0%,-0.4%,-4.7%
CCOCCCn1c(=NC(=O)c2cccs2)c(C#N)cc2c(=O)n3ccccc3nc21,-26.4%,-19.7%,-3.7%
COc1cc(/C=C/C(=O)OCC(=O)Nc2cc(C)on2)ccc1OCC#N,-1.3%,1.8%,-26.4%
COc1ccc(CCN(C)C(=O)c2ccc(C)c(S(=O)(=O)N3CCCCC3)c2)cc1OC,?,2.3%,-29.2%
COc1cc(-c2nnc(SCC#CCO)o2)cc(OC)c1OC,-7.9%,0.0%,-6.3%
CN(C(=O)c1cccc(NC(=O)Cc2ccc([N+](=O)[O-])cc2)c1)C1CCCCC1,14.6µM*,-5.9%,20.6µM*
CCOc1ccccc1NC(=O)c1c(NC(=O)C(C)Oc2ccc(Cl)cc2)sc2c1CCCCC2 (stereo unspecified),?,-5.9%,-28.6%
Cc1ccccc1N(CC(=O)N1CCCC1)S(=O)(=O)c1ccc(Cl)cc1,?,·,?
O=C(N/N=C1\CC2CC=CC12)c1ccc(COc2ccccc2)cc1 (stereo unspecified),?,-5.8%,-15.1%
COc1ccc(C(=O)NCCCNC(=O)c2cnccn2)cc1Br,-6.9%,-2.6%,-0.5%

Next section, overlapping the part above by three compounds.
structure,TDP1 cell noCPT,KAT2A inh,TDP1 cell CPT
Cc1ccccc1N(CC(=O)N1CCCC1)S(=O)(=O)c1ccc(Cl)cc1,?,·,?
O=C(N/N=C1\CC2CC=CC12)c1ccc(COc2ccccc2)cc1 (stereo unspecified),?,-5.8%,-15.1%
COc1ccc(C(=O)NCCCNC(=O)c2cnccn2)cc1Br,-6.9%,-2.6%,-0.5%
C1CCC(C23CC4CC(CC(C4)C2)C3)NC1 (stereo unspecified),-22.7%,-2.7%,-8.8%
Cc1ccc(C(=O)NC2CCCCNC2=O)cc1C (stereo unspecified),-3.6%,2.3%,-8.5%
Cc1cc(=O)n2c(c1C#N)SC1CCCCC12O (stereo unspecified),-5.4%,-3.3%,-6.2%
CCOc1ccc(NS(=O)(=O)c2ccc3[nH]cc(C(=O)NCCc4ccccc4)c(=O)c3c2)cc1,-12.8%,0.8%,-10.9%
O=C(Cc1ccc([N+](=O)[O-])cc1)Nc1cc(C(F)(F)F)cc(C(F)(F)F)c1,6.51µM*,4.7%,4.11µM*
CCOC1CCCc2oc(-c3ccc(OC)cc3)c(C(=O)NCCCCO)c21 (stereo unspecified),-21.1%,·,-7.5%
Cc1ccc(NS(=O)(=O)c2ccc3nc(-c4ccccc4)[nH]c3c2)c(Cl)c1,?,-1.6%,?
O=C(O)c1cccc(COc2cccc3ccccc23)c1,0.9%,·,0.3%
COc1ccccc1-c1cc(C(=O)NCCCN2CCOCC2)no1,-16.5%,-1.8%,-15.0%
CCOC(=O)c1c(C)cccc1OCC(N)=O,4.1%,-0.2%,-6.9%
Cc1cc(C)n(CCC(=O)N/N=C/c2cccc([N+](=O)[O-])c2)n1,-26.8%,0.7%,-0.3%
O=C(C1CCCO1)N1CCN(C(=S)NC2CC2)CC1 (stereo unspecified),1.5%,15.9%,-9.3%
CN(C)CCNC(=O)c1scc2c1CCCC2,-21.1%,-5.1%,-2.5%
CCCCn1nc(NS(=O)(=O)c2cccc3nonc23)c2cc3cccc(C)c3nc21,?,-3.5%,-12.6%
COc1ccc(-c2noc(Cc3ccccc3OC)n2)cc1,?,-3.5%,-25.0%
Cc1ccc(C(C(=O)NC2CCCCC2)N(C(=O)c2csnn2)C2CC2)o1 (stereo unspecified),?,-4.1%,-6.4%
Cc1cc(C)cc(C(=O)NCCCN2CCOCC2)c1,8.9%,-0.5%,14.8%
Cc1ccc(C)c(Nc2nc3c(S(=O)(=O)c4ccccc4)nnn3c3ccccc23)c1,?,-2.8%,-29.1%
CC(=O)c1cccc(NC(=O)c2nc(-c3ccccc3)n(-c3cccc(Cl)c3)n2)c1,13µM*,-15.1%,16.4µM*
Cc1cccc(NC(=O)c2cc3ccccc3oc2=O)c1,-3.1%,-2.7%,3.1%
N#C/C(=C/N1CCOCC1)c1ccccc1,-7.2%,-1.4%,-8.1%
CN(C)NC(=S)NC1CCS(=O)(=O)C1 (stereo unspecified),26.0%,1.1%,6.7%
COCCn1nnnc1C(c1ccc2ncccc2c1)N1CCN(c2ccccc2F)CC1 (stereo unspecified),-11.5%,-3.9%,-13.3%
COc1ccccc1CNC(=O)C1CCCN(S(C)(=O)=O)C1 (stereo unspecified),-8.9%,·,2.9%
CC(=O)Nc1ccc(NC(C)=O)c(NC2OCC(O)C(O)C2O)c1 (stereo unspecified),-4.7%,-27.5%,-4.6%
Cc1noc(C)c1S(=O)(=O)N1CCC(C(=O)N2CCN(C(=O)c3ccco3)CC2)CC1,13.8%,-10.4%[0.501 µM],-1.9%
CCCS(=O)(=O)c1c(S(=O)(=O)CCC)c2c(N)cccn2c1C(=O)c1ccc(F)cc1,?,-15.7%,-26.7%
O=C(COC(=O)c1ccccn1)NCc1ccccc1Cl,-8.6%,-3.4%,-1.6%
CCN(CC)S(=O)(=O)c1ccc(N2CCN(S(=O)(=O)c3ccc4c(c3)OCCO4)CC2)nc1,?,1.1%,20.6µM*
COc1ccc(-c2cn3c(C)c(C(=O)N4CCc5ccccc5C4)sc3n2)cc1,20.6µM*,?,18.4µM*
O=C(Cc1ccc(NC(=O)C2CCN(C(=O)c3ccccc3)CC2)cc1)Nc1ccc(C(=O)N2CCOCC2)cc1,-0.7%,·,-15.6%
Cc1c(NC(=S)NC(=O)CCc2ccccc2)c(=O)n(-c2ccccc2)n1C,-15.1%,5.5%,6.7%
CC(C)c1ccc(CSc2ccc(S(=O)(=O)N3CCOCC3)cn2)cc1,?,-3.8%,-26.0%
CCC1CCCCN1CCCNC(=O)c1ccc2c(=O)n(Cc3ccc(OC)cc3)c(=O)[nH]c2c1 (stereo unspecified),-15.8%,-1.2%,12.8%
O=C(NC(=S)NNC(=O)c1ccccc1F)c1cccnc1,?,-11.5%,?
N/C(=N\OC(=O)c1ccco1)c1cccnc1,-22.4%,0.1%,8.4%
COc1ccc(/C=N/NC(=O)C2c3ccccc3-c3ccccc32)cc1,20.6µM*,2.5%,?
COC(=O)C1=C/CCCN(C(c2ccccc2)c2ccccc2)/C=C\1C(=O)OC,-84.7%,·,?
Cc1ccc(NC2CCCN(C(=O)CCC(=O)c3ccccc3)C2)cc1C (stereo unspecified),-20.6%,-3.4%,-21.7%
O=C(CCN1CCc2ccccc2C1)Nc1ccc(F)c(F)c1,?,-8.7%,?
O=C(NCCC1=CCCCC1)c1ccc2c(c1)ncn2-c1ccc(F)c(F)c1,-29.1%,-3.9%,?
CCCn1c(SCC(=O)NCc2ccc(Cl)cc2)n[nH]c1=O,-9.2%,-9.1%,8.8%
CC(=O)Nc1ccc(Oc2ccccc2)cc1,2.2%,-1.9%,2.2%
CC(=O)NCCCc1nc2ccccc2n1Cc1ccccc1C,-14.4%,-11.8%,-0.8%
Cn1cc(S(=O)(=O)N2CCCCC2)cc1C(=O)Nc1cccc(C#N)c1,?,0.8%,?
CCn1c2c(c(=N)c3c1CCC3)CCCC2,9.2µM*,-5.0%,?
COc1ccc(C(=O)COC(=O)[C@@H](NS(=O)(=O)c2ccccc2)C(C)C)cc1,?,-2.5%,-22.9%
C[C@H](CO)N1C[C@H](C)[C@H](CN(C)S(=O)(=O)c2cccc(F)c2)Oc2ncc(-c3cccc(C(=O)N(C)C)c3)cc2C1=O,-3.4%,·,16.7%
COc1cc(CC(NC(C)=O)C(=O)NC2CCN(c3c(Cc4ccccc4)c(C)nc4ncnn34)CC2)cc(OC)c1 (stereo unspecified),-15.8%,3.4%,-29.8%
Cc1nc2c(cc1NC(=O)c1ccccc1)nc(C)n2Cc1ccccc1,-28.9%,-6.2%,?
CC(=O)c1ccc(OC(=O)c2nc(-c3ccccc3)oc2C)cc1,-6.4%,-3.2%,0.1%
CCCOC(=O)c1ccccc1O,-23.8%,-6.0%,-9.4%
O=C(NC1CCCCC1)C(c1cccs1)N(C(=O)Cc1c[nH]c2ccccc12)c1ccc(F)cc1 (stereo unspecified),14.3%,0.6%,?
COc1ccc(NC(=O)c2cnn(-c3ccc(C)cc3)c2-n2cccc2)cc1Cl,?,-4.8%,-23.3%
Cc1cc(C)c(NC(=O)c2cccc3c2C(=O)N(C2CCCCC2)C3)c(C)c1,16.4µM*,-27.6%,?
CCOC(=O)[C@@H]1[C@H]2COc3cc(OC)ccc3[C@@H]2N2C(=O)N(c3ccccc3)C(=O)[C@@]12C,-1.8%,-0.3%,?
O=C(CSc1nnc(-c2ccncc2)o1)NCc1ccccc1Cl,-9.0%,-2.4%,-13.9%
COc1cc(C)nc(-c2csc(C)n2)n1,-14.1%,-0.3%,-7.8%
Nc1ccccc1OCP(=O)(c1ccccc1)c1ccccc1,-11.0%,-6.0%,-8.3%
COc1ccc(/C=C/c2noc(-c3ccccc3O)n2)cc1OC,-20.9%,-5.7%,-13.4%

(continued)
structure,TDP1 cell noCPT,KAT2A inh,TDP1 cell CPT
Nc1c(Br)cc(Br)c(N2CCCC2=O)c1Br,9.2%,-1.7%,-3.8%
CC(=O)Nc1ccc(S(=O)(=O)N2C3CCCC2CC(NC(=O)C2CCCCC2)C3)cc1 (stereo unspecified),?,-1.1%,-7.6%
CCN(CC)c1ncnc2c1[nH]c1ccccc12,23.1µM*,-6.8%,18.4µM*
COc1ccc(CN2CC(C(=O)NCCc3ccc(C)cc3)CC2=O)cc1 (stereo unspecified),-9.1%,-4.7%,?
COc1ccccc1N1CCN(c2ccc(=O)n(CC(=O)O)n2)CC1,-15.9%,-3.8%,2.9%
CC(=O)NC(CCS(C)(=O)=O)C(=O)Nc1nc(C)cs1 (stereo unspecified),-3.6%,-2.5%,-28.6%
COc1ccc(/C=C/C(=O)NCc2c(C)nn(C)c2C)cc1COc1ccc(Br)cc1,-12.8%,-1.6%,?
O=C(CSc1n[nH]c(=O)n1C1CC1)c1ccc(F)cc1,-19.2%,-0.8%,-6.4%
O=C(Nc1ccc(N2C(=O)C3C4C=CC(C4)C3C2=O)cc1)Nc1cccnc1 (stereo unspecified),-20.0%,4.0%,-21.6%
O=C(O)c1ccccc1C(=O)c1ccc(Br)s1,-5.6%,-3.4%,8.2%
CCCCn1c(N)c(N(CCOC)C(=O)c2cc(S(=O)(=O)N3CCCCC3)ccc2C)c(=O)[nH]c1=O,-17.6%,-1.2%,-25.7%
CCOc1cc(CNCc2cccs2)ccc1OCC(=O)NC(C)(C)C,?,-6.1%,?
O=C(O)c1ccccc1COc1ccccc1Cl,-17.0%,-5.4%,-3.2%
CC1=C(C(=O)N(C)C)CC(CC(=O)NCc2cccc3ccccc23)C(=O)N1Cc1ccccc1 (stereo unspecified),?,·,?
CCC1SC2=NC(C)=C(C(=O)OC)C(c3ccc(C(=O)OC)cc3)N2C1=O (stereo unspecified),-1.2%,-2.9%,-5.3%
COc1ccc(Br)cc1/C=C/C(=O)OCC(=O)NCCc1ccc(S(N)(=O)=O)cc1,?,-7.1%,-19.5%
Cc1ccc(-c2nc3cc(Cl)ccc3o2)cc1NC(=O)c1cc2ccccc2o1,-23.5%,3.3%,0.5%
COc1cc(C2NC(=O)CCC2[N+](=O)[O-])cc(Br)c1OC (stereo unspecified),1.4%,5.3%,-6.5%
COC(=O)C[C@H]1CC[C@@H](NS(=O)(=O)c2ccccc2)[C@@H](CO)O1,7.4%,·,13.2%
COc1ccc(CNCC(O)COc2ccc(C)cc2[N+](=O)[O-])cc1 (stereo unspecified),?,-1.3%,?
Cc1cccc(-n2c(-c3csc(C(C)C)c3)n[nH]c2=S)c1,-2.0%,-6.7%,-0.6%
COc1ccc2c(CC(=O)NC3CCCc4ccccc43)coc2c1 (stereo unspecified),?,-6.9%,-29.2%
CC1(C)Oc2nc3ccccc3n2/C1=C\C#N,-19.5%,-1.5%,-1.9%

Bioassay records deposited in PubChem by National Center for Advancing Translational Sciences (NCATS).
